M. tuberculosis GlmU – inhibition of mycobacterial GlmU enzyme – biochemical, glucosamine-1-phosphate acetyltransferase (AID 1376); M. tuberculosis GlmU acetyltransferase enzyme assay; higher % means a stronger effect; one-dose inhibition, %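 (tested at 30 µM in the primary screen)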; IC50 in µM for titrated hits; 220,000 compounds, 0.25% hits; in the data active means inhibition above about 13%;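 further: 0% = complete reaction with vehicle and 100% = reaction without substrate; strong numbers were not always called active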
Mtb RmlCD inh – inhibitors of Mycobacterium tuberculosis RmlC and RmlD coupled enzymes | P9WH09+P9WH11 | 160,000 compounds, 0.03% hits | RmlC+RmlD coupled enzyme assay, percent inhibition; primary screen in compound mixtures | inhibition, % at 3.6 µM; in the data active means inhibition mostly above about 34%, no sharp cut-off; further: some results filed as inactive read as strong as hits
Target sequence (P9WH09 whole entry, looked up): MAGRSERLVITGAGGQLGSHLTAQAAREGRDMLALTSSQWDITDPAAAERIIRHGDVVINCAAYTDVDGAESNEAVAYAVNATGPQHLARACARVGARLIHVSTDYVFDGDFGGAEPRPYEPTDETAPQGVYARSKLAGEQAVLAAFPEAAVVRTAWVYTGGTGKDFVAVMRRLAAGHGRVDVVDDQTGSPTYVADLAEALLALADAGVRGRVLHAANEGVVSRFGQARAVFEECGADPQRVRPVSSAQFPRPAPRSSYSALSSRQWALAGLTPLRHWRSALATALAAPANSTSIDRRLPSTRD
Target sequence (P9WH11 whole entry, looked up): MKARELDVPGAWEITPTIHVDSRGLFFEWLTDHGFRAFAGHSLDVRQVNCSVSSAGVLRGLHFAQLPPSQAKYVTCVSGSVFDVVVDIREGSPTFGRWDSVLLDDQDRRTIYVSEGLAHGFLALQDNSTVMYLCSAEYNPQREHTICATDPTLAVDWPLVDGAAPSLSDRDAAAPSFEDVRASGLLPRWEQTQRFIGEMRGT
* = called active by the depositor; . = not tested or not shown. A portion of the library, so the mix of outcomes need not match the whole.

canonical_smiles	M. tuberculosis GlmU	Mtb RmlCD inh
CCNC(=O)CP(=O)(c1ccccc1)c1ccccc1	2.3%	-13.2
O=C(CSc1ccc(-c2ccc(F)cc2)nn1)NCC1CCCO1 (centres undefined)	4.6%	.
CCc1ccccc1NC(=O)c1ccc([N+](=O)[O-])s1	-1.5%	-0.4
NS(=O)(=O)c1cccc(NC(=O)COC(=O)/C=C/c2ccco2)c1	1.0%	11.0
COc1cc(/C=C2\SC(=S)N(NS(=O)(=O)c3ccc(C)cc3)C2=O)cc(OC)c1OC	3.8%	7.3
Cc1ccc(Nc2c(-c3ccccn3)nc3cccc(C)n23)cc1	-0.1%	-7.8
Cc1cccc(-c2noc(Cc3ccccc3)n2)c1	5.8%	-7.7
O=C(Nc1cccc(Cl)c1)Nc1nnc(CC2=CCCCC2)s1	0.2%	5.4
COc1cc2nc(CN3C(=O)c4ccccc4C3=O)oc(=O)c2cc1OC	-0.6%	-5.2
COc1ccc(NS(=O)(=O)c2ccc(NC(C)=O)cc2)cc1OC	1.6%	-1.3
Cc1ccccc1OCC(=O)OCC(=O)NCc1cccs1	-6.0%	9.0
O=C(Nc1ccccc1)c1nccn1Cc1ccc(F)cc1	-1.2%	5.2
CC1CCCCN1CCn1cnc2c([nH]c3ccccc32)c1=O (centres undefined)	-6.5%	-2.3
Cc1c(C(=O)NCCC2=CCCCC2)oc2ccc(S(=O)(=O)N3CCC4(CC3)OCCO4)cc12	-0.7%	.
CCOC(=O)/C(=N\Nc1cccc(C(F)(F)F)c1)N(CCOC)CCOC	1.6%	.

Following part.
canonical_smiles	M. tuberculosis GlmU	Mtb RmlCD inh
COc1ccc(C(=O)CCC(=O)O)c(C)c1	-7.3%	7.3
O=C(/C=C/c1ccccc1)C1=C(O)C(=O)N(CCO)C1c1cccc([N+](=O)[O-])c1 (centres undefined)	0.1%	.
O=S(=O)(Nc1ccc2c(c1)nc1n2CCN(Cc2ccccc2)C1)c1ccc(Cl)cc1	-1.4%	.
CCOc1ccc(C(=O)NN2C(=O)C3C4C=CC(O4)C3C2=O)cc1 (centres undefined)	-5.3%	7.3
Cc1ccccc1NC(=O)CSc1ccc(-c2ccco2)nn1	0.1%	5.8
CCOc1ccc(NC(=O)c2cnc3scc(C)n3c2=O)cc1	4.3%	.
CCCNC(=O)CSc1nc2ccc(OCC)cc2s1	1.6%	-7.3
CCc1cccc(C)c1NC(=S)N(Cc1cccnc1)Cc1ccco1	5.7%	5.4
O=C(c1ccc(Cl)cc1)c1ccc(OCC(O)CN2CCCCC2)cc1 (centres undefined)	-5.7%	.
N/C(=N\OC(=O)COc1ccc(Cl)cc1Cl)c1cccnc1	2.1%	-5.6
CCOc1ccc(/C=N/OCC(=O)Nc2ccc3c(c2)OCO3)cc1	1.1%	-6.2
COc1ccc(-c2noc(-c3ccccc3-c3ccccc3)n2)cc1	3.0%	.
CN(c1ccccc1)S(=O)(=O)c1ccc(NC(=O)c2ccco2)cc1	1.6%	-9.2
CC1(O)C(=O)c2ccccc2N(c2ccccc2)C1=O (centres undefined)	-1.5%	.
O=C(C1CCN(S(=O)(=O)c2cccc3cccnc23)CC1)N1CCN(c2ccccc2)CC1	4.3%	20.0

Carrying on.
canonical_smiles	M. tuberculosis GlmU	Mtb RmlCD inh
Cc1cc(=O)[nH]c(SCC(=O)Nc2nc(-c3ccccc3)cs2)n1	.	3.6
COc1cc(/C=C/C(=O)C2C(=O)C=C(C)OC2=O)cc(OC)c1O (centres undefined)	4.0%	-4.8
COc1ccc(NC(=O)CSc2nnc(Cc3ccccc3)o2)c(OC)c1	-2.4%	.
CC(C)N(c1ccccc1)c1ncnc(NCCC(=O)O)c1[N+](=O)[O-]	-6.5%	.
COc1ccccc1NS(=O)(=O)c1ccc(N/N=C(\C)C(C)C)c([N+](=O)[O-])c1	-2.4%	-7.1
Cn1c(COc2ccccc2)nnc1SCC(=O)Nc1ccc(S(N)(=O)=O)cc1	1.9%	11.7
CN1CC(=O)N(CC(=O)N2N=C(c3ccc(Cl)cc3)CC2c2ccco2)C1=O (centres undefined)	2.2%	6.3
Cc1cc2ccccc2c(=O)[nH]1	1.7%	6.2
CCCCN(C(=S)NC(=O)c1cc(OC)c(OC)c(OC)c1)c1c(N)n(Cc2ccccc2)c(=O)[nH]c1=O	-4.4%	.
COc1ccc(N2CCN(C(c3ccc4ncccc4c3)c3nnnn3C(C)(C)C)CC2)cc1 (centres undefined)	-4.5%	6.4
CCOC(=O)C1=C2SCCN2C(=O)C(C#N)C1(C)C (centres undefined)	0.6%	36.2
Cn1cccc1C(=O)OCc1csc(-c2ccccc2)n1	5.8%	.
CSc1nc(N)c(C(=O)Nc2ccc([N+](=O)[O-])cc2)s1	-6.8%	3.5
CCCCOc1ccc(C(C)NC(=O)C2CCCN(S(=O)(=O)CC)C2)cc1 (centres undefined)	2.1%	86.1
CC(NC(=O)C12CC3CC(CC(C3)C1)C2)C(=O)NCCN(C)C (centres undefined)	0.6%	-12.8

As a short view, some entries already given:
canonical_smiles	M. tuberculosis GlmU	Mtb RmlCD inh
Cc1cc(=O)[nH]c(SCC(=O)Nc2nc(-c3ccccc3)cs2)n1	.	3.6
COc1cc(/C=C/C(=O)C2C(=O)C=C(C)OC2=O)cc(OC)c1O (centres undefined)	4.0%	-4.8
COc1ccc(NC(=O)CSc2nnc(Cc3ccccc3)o2)c(OC)c1	-2.4%	.
CC(C)N(c1ccccc1)c1ncnc(NCCC(=O)O)c1[N+](=O)[O-]	-6.5%	.
COc1ccccc1NS(=O)(=O)c1ccc(N/N=C(\C)C(C)C)c([N+](=O)[O-])c1	-2.4%	-7.1
Cn1c(COc2ccccc2)nnc1SCC(=O)Nc1ccc(S(N)(=O)=O)cc1	1.9%	11.7

The list continues:
canonical_smiles	M. tuberculosis GlmU	Mtb RmlCD inh
COc1ccc(OC)c(C2=Nn3c(nnc3-c3ccco3)SC2)c1	2.2%	.
CCOCC(=O)Nc1ccc(C)c(Cl)c1	12.6%	-9.8
CCN1CN=C(NS(=O)(=O)c2ccc(C)cc2)NC1	-4.6%	9.2
CCOC(=O)c1csc(NC(=O)Nc2cccc(Cl)c2)n1	0.0%	-3.4
CC(CN1CCCCC1)C(=O)NN (centres undefined)	3.6%	1.6
Cc1ccc(NC(=O)/C(C#N)=C/c2ccsc2)c(C)c1	0.7%	-9.2
CCCCN1Cc2cc(C(=O)c3cc(F)ccc3O)cnc2NC1=O	6.7%	11.1
CCc1cc2ccc(C)cc2nc1SCC(=O)N1CCN(C(=O)c2ccco2)CC1	0.8%	5.7
CCNC(=S)NCCN1CCOCC1	3.5%	18.5
COc1ccc(-c2coc3cc(O)cc(O)c3c2=O)cc1	-7.7%	.
Cc1ccc(CN(CC(=O)NCCc2ccccc2)C(=O)CCCC(=O)Nc2cc(C)on2)cc1	-0.1%	19.7
OCCN1CCN(Cc2nc(-c3cccc(Cl)c3)no2)CC1	0.8%	-6.6
O=C(Cc1cccs1)Nc1nnc(CCc2ccccc2)s1	4.7%	-10.0
N#Cc1c(-c2cccc(Br)c2)cc(-c2cccnc2)nc1N	5.0%	4.3
N#Cc1c(/N=C/c2ccco2)sc2c1CCC2	3.0%	11.2

(more compounds)
canonical_smiles	M. tuberculosis GlmU	Mtb RmlCD inh
CCOC(=O)c1sc(NC(NC(=O)c2ccco2)(C(=O)OC)C(F)(F)F)nc1C (centres undefined)	-5.7%	14.0
CCOC(=O)CC1ON(C)C(=O)N1c1ccc([N+](=O)[O-])cc1 (centres undefined)	-5.1%	.
Cn1ccnc1SCc1cc(=O)[nH]c2ccccc12	-5.1%	12.0
O=C(Cn1nnc(-c2ccccc2)n1)N1CCN(c2ccc(F)cc2)CC1	2.8%	-6.8
O=c1nc(/C=C/c2ccc(-c3ccc(F)cc3)o2)cc(C(F)(F)F)[nH]1	1.3%	-1.3
O=C(CSc1ncc(-c2ccc(F)cc2)[nH]1)Nc1cccc(O)c1	5.2%	.
O=C(Cn1cncn1)NCc1cc(F)ccc1F	1.6%	4.9
Cc1cc(C)c(S(=O)(=O)N(C2=NCCS2)S(=O)(=O)c2c(C)cc(C)cc2C)c(C)c1	-3.9%	.
O=C(COC(=O)c1ccccc1)Nc1cccc(S(=O)(=O)NC2=NCCCCC2)c1	-1.8%	-5.4
CS(=O)(=O)N(CC(=O)N1CCc2ccccc2C1)Cc1ccccc1	6.0%	16.3
COc1cccc(NC(=O)Cn2c(=O)n(CCCC(=O)NCc3ccco3)c(=O)c3ccccc32)c1	1.1%	-0.5
CCOc1ccc(Oc2ccc(Cl)cc2N)cc1	6.7%	4.4
COC(=O)C1=C(N)Oc2cc(C)n(Cc3ccccc3)c(=O)c2C1c1ccccc1 (centres undefined)	-0.7%	-7.0
C=CCn1c(O)c(N=O)c2ccccc21	-1.7%	1.6
Cc1ccc(C(=O)N2CC3(C)CN(C(=O)c4ccc(C)cc4)CC(C)(C2)C3=O)cc1	-3.4%	3.4

More compounds follow:
canonical_smiles	M. tuberculosis GlmU	Mtb RmlCD inh
C[n+]1c(-c2ccccc2)cc(CCCCc2cc(-c3ccccc3)[n+](C)c(-c3ccccc3)c2)cc1-c1ccccc1	-7.8%	1.9
O=NC1=C(c2c(O)[nH]c3ccccc23)CCCC1	3.8%	.
O=C(CCNS(=O)(=O)c1cccc2nsnc12)Nc1ccc2c(c1)OCCO2	-3.5%	.
CSc1nc(C)cc(OCCNS(=O)(=O)c2cc(C)ccc2C)n1	0.0%	-5.0
Cc1n[nH]c(C)c1CCCOc1ccccc1	2.2%	5.0
O=C(CNC(=O)c1ccccc1)OCC(=O)N1c2ccccc2Sc2ccccc21	-5.4%	8.6
CC1CCc2cc(F)cc3c(O)c(C(=O)NCc4ccco4)c(=O)n1c23 (centres undefined)	.	-8.5
COc1ccc(C2(CNC(=O)c3cccc([N+](=O)[O-])c3)CCOCC2)cc1OC	-0.5%	6.5
COc1ccccc1NC(=O)Nc1ccccc1C(=O)NCCCN1CCOCC1	-1.3%	10.3
Cc1cccc(N2CCN(C(=O)CN3C(=O)NC(C)(C)C3=O)CC2)c1C	-0.5%	-6.7
CCn1c(SCC(=O)c2ccccc2)nnc1-c1cccs1	-0.4%	.
COc1ccc(-c2nc(S(=O)(=O)c3ccc(C)cc3)c(N3CCCC3)o2)cc1	5.5%	5.4
CCOc1ncccc1C(=O)Nc1nc(SC)ns1	-4.4%	20.3
Cc1ccc(N=c2oc3cc(O)ccc3cc2C(N)=O)cc1	-1.7%	0.9
O=C(CCSCc1cccc(Cl)c1)NCCc1ccc(Cl)cc1	-1.8%	-5.7

Carrying on:
canonical_smiles	M. tuberculosis GlmU	Mtb RmlCD inh
Cc1ccc(Cl)cc1N1CCN(S(=O)(=O)c2ccc3[nH]c(=O)c(=O)[nH]c3c2)CC1	-3.2%	8.2
CCc1nc(N)c(C#N)c(-c2ccccc2OC)c1C	-0.7%	7.8
COc1ccc(C2NC(=O)CS2)cc1OC (centres undefined)	1.1%	8.4
CCCCCCCCc1nnc(N)s1	9.3%	-3.1
N#Cc1c2n(c(=S)n(-c3ccc(F)cc3)c1=O)CCCCC2	0.9%	.
COc1ccc(OCCC(=O)OCC(=O)NC2CCCCCCC2)cc1	-5.0%	-0.2
CCC(=O)N(Cc1ccco1)c1nc(-c2ccccc2)cs1	0.5%	1.2
O=C(O)COc1ccccc1/C=C1\SC(=S)N(c2cccnc2)C1=O	2.4%	7.8
OCCC1CN(Cc2cccs2)CCN1Cc1ccccc1 (centres undefined)	11.9%	-3.9
COc1ccccc1OCC(=O)OCC(=O)NCCN1C(=O)CSC1=O	-0.3%	.
CSCCC(NS(=O)(=O)c1ccc2c(c1)oc(=O)n2C)C(=O)NC1CCCCC1 (centres undefined)	4.3%	.
Cc1cc(C(=O)N/N=C/c2ccc(O)c([N+](=O)[O-])c2)c(C)n1-c1ccc(F)cc1	4.0%	24.6
CCn1c(Sc2ccc(N)cc2Cl)nc2ccccc21	-8.7%	.
CCCCNC(=O)C(NS(=O)(=O)c1cccc2nsnc12)c1ccccc1 (centres undefined)	5.9%	-11.5
Cc1cccnc1NC(=S)NC(=O)/C=C/c1ccco1	-3.2%	-10.1

Later entries
canonical_smiles	M. tuberculosis GlmU	Mtb RmlCD inh
CN(C(=O)c1cccs1)c1ccc(OCC(=O)Nc2ccc(C(=O)O)cc2)cc1	-0.3%	1.9
N#CC(C#N)=Cc1ccc(N2CCOCC2)cc1	0.7%	.
CC(Sc1cccc2cccc(C(=O)O)c12)C(=O)O (centres undefined)	0.6%	3.9
O=C1CCCc2cc3c(cc21)CC1(C3)Cc2cc3c(cc2C1)C(=O)CCC3	1.3%	-5.5
COc1cccc(CC(=O)NCC2COc3ccccc3O2)c1OC (centres undefined)	4.0%	-9.1
O=C(Nc1nc2c(s1)CCCC2)c1ccc(Br)o1	2.2%	.
O=C(COC(=O)/C=C/c1cccs1)NC1CC1	-2.1%	-5.8
Cc1csc(NC(=O)COc2ccc3c(C)cc(=O)oc3c2)n1	-2.7%	-4.3
CCCCCSc1nc2c(cnn2-c2ccccc2)c(=O)[nH]1	0.0%	36.2
O=c1cc(CSc2nnnn2-c2ccccc2)[nH]c2[nH]n(-c3ccccc3)c(=O)c12	-1.8%	-7.8
O=C(Cn1nc(-c2ccc(F)cc2)ccc1=O)Nc1ccc(C(=O)NC2CC2)cc1	1.9%	.
CC12CCC(=O)N1C(C(=O)OCC(=O)Nc1ccc(S(N)(=O)=O)cc1)CS2 (centres undefined)	-2.5%	-8.6
CCCCNC(=O)c1ccc2c(OCC)n(CCCC)nc2c1	2.1%	11.8
CCc1ccc(C(=O)COC(=O)[C@@H](NC(N)=O)[C@@H](C)CC)cc1	1.0%	.
COc1cccc(C(=O)C2CCCN(Cc3c(C)n(C)n(-c4ccccc4)c3=O)C2)c1 (centres undefined)	2.4%	-24.8

Screening results (PubChem)
